Screens deposited in PubChem BioAssay by The Scripps Research Institute Molecular Screening Center.
PAD4 FP inh: PAD4 (human) enzyme inhibition; inhibition, % at 6.36 µM; 330,000 tested, 0.41% active; recombinant PAD4, RCA probe fluorescence polarization; Q9UM07;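 active = percent inhibition above a cutoff equal to the mean of all tested compounds plus 3 SD, cut at about 15% in these data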;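 note: 0% = PAD4 with RCA probe and DMSO and 100% = probe without PAD4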
GSTO1 counter: GSTO1 inhibition, counter-screen for RBBP9 inhibitors; P78417; inhibition, % at 5.96 µM; 300,000 tested, 1.1% active; recombinant GSTO1, activity-based probe fluorescence polarization;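 active = inhibition above the campaign mean inhibition plus 3 SD, cut at about 35% in these data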;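 note: 0% = GSTO1-1 with DMSO and 100% = wells lacking GSTO1-1 enzyme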
Target sequence (P78417 whole entry, looked up): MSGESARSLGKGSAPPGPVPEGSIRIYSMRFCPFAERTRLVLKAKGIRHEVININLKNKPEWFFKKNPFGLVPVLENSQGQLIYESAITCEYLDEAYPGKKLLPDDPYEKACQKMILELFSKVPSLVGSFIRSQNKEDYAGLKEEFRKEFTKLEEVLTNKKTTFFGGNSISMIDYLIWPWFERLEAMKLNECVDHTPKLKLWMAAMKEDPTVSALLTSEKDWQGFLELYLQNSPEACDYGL
LYPLA2 inh: counter-screen for PME1 inhibitors: inhibitors of human LYPLA2; O95372; recombinant LYPLA2, FP-Rh probe fluorescence polarization; inhibition, % at 5.9 µM; 320,000 tested, 0.38% active; AID 2177;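 active = inhibition above the screen-wide mean plus 3 SD, limit set per campaign, cut at about 26% in these data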;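 note: 0% = LYPLA2 with DMSO and 100% = wells lacking LYPLA2 enzyme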
pPAFAH inh: pPAFAH (human) enzyme inhibition. recombinant pPAFAH, FP-rhodamine probe fluorescence polarization. inhibition, % at 3.39 µM. 330,000 tested, 1.5% active;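 active = inhibition above the mean inhibition across the screen plus 3 SD, cut at about 25% in these data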;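 note: inhibitors block binding of the rhodamine activity-based probe so polarization drops; 0% = enzyme with DMSO and 100% = wells lacking pPAFAH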
Target sequence (Q13093 whole entry, looked up): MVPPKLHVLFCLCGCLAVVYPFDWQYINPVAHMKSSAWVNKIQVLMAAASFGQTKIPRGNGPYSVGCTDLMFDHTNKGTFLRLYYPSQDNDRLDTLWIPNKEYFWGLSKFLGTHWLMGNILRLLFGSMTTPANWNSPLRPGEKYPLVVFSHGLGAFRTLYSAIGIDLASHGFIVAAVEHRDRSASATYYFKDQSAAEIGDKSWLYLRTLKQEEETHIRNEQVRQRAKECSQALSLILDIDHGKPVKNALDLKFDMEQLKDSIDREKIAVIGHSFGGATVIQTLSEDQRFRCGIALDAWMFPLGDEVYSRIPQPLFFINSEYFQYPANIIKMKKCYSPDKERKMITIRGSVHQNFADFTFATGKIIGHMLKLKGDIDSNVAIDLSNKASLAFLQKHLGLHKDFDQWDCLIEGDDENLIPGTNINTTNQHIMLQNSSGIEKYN
PAFAH2 FP inh: PAFAH2 (human) inhibition; Q99487; recombinant PAFAH2, FP-rhodamine activity probe, fluorescence polarization; inhibition, % at 3.39 µM; 340,000 tested, 0.99% active; AID 492956;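 active = inhibition above the mean over all tested compounds plus 3 SD, cut at about 30% in these data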;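 note: inhibitors block probe labeling of enzyme so polarization drops; 0% = enzyme with DMSO and 100% = wells lacking PAFAH2 protein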
PREPL inh: inhibitors of human prolyl oligopeptidase-like enzyme PREPL | AID 2751 | Q4J6C6 | 320,000 tested, 0.68% active | recombinant PREPL, fluorescence polarization activity-based probe | inhibition, % at 5.96 µM; in the data active = inhibition above about 43%;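 note: 0% = enzyme with DMSO and 100% = wells lacking enzyme; many of its hits are not listed in these tables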
PAFAH1B3 FP inh: inhibitors of human PAFAH1B3. recombinant PAFAH1B3, FP-rhodamine probe, fluorescence polarization. inhibition, % at 3.39 µM. 340,000 tested, 0.28% active. AID 492972;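 active = inhibition above the screen-wide average of all tested compounds plus 3 SD, cut at about 25% in these data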;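 note: 0% = enzyme with DMSO only and 100% = wells lacking PAFAH1B3 protein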
LYPLA1 inh: counter-screen for PME1 inhibitors: inhibitors of human LYPLA1 | recombinant LYPLA1, FP-Rh probe fluorescence polarization | 320,000 tested, 0.16% active | inhibition, % at 5.9 µM | O75608;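 active = inhibition above the mean of all tested compounds plus 3 SD, set per campaign, cut at about 14% in these data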;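 note: inhibitors block serine hydrolase probe labeling of LYPLA1 so polarization falls; 0% = enzyme with DMSO and 100% = wells lacking LYPLA1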
PAFAH1B2 FP inh: inhibitors of human PAFAH1B2; 340,000 tested, 1.2% active; P68402; recombinant PAFAH1B2, FP-rhodamine activity probe, fluorescence polarization; AID 492953; inhibition, % at 3.39 µM;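 active = inhibition above the mean of all tested compounds plus 3 SD, cut at about 24% in these data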;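 note: 0% = enzyme with DMSO and 100% = wells lacking PAFAH1B2; many of its hits are not listed in these tables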
Target sequence (P68402 whole entry, looked up): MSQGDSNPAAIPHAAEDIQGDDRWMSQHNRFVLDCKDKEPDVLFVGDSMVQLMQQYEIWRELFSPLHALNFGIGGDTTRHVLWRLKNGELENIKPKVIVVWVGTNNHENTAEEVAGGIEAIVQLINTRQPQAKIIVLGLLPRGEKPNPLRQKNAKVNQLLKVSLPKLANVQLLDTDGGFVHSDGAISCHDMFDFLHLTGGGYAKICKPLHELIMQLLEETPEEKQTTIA
* = called active by the depositor; . = not tested or not shown. An excerpt; count on the stated rates, not on these rows.

SMILES | PAD4 FP inh | GSTO1 counter | LYPLA2 inh | pPAFAH inh | PAFAH2 FP inh | PREPL inh | PAFAH1B3 FP inh | LYPLA1 inh | PAFAH1B2 FP inh
Cc1coc2cc3oc(=O)c(CCC(=O)NCCN4CCOCC4)c(C)c3cc12 | 4 | 6 | -3 | 3 | 0 | 12 | 5 | -2 | 9
CC(C)c1nc2sc3c(=O)[nH]cnc3c2c2c1CCCC2 | 1 | 5 | 7 | -3 | 7 | 9 | -1 | -1 | -1
O=C(C1CCCN(Cc2ccccc2)C1)N1CCc2ccccc2C1 (centres undefined) | 3 | 0 | 2 | 2 | -1 | 13 | 11 | 0 | 1
CCCCOc1ccc(NC(=O)CCSc2nccn2C)cc1 | -5 | -5 | 2 | 4 | 2 | 0 | 3 | 4 | 3
COc1cccc(C(=O)NC2CC3CCCC(C2)N3CC(=O)Nc2ccc(N(C)C)cc2)c1 (centres undefined) | 0 | -1 | 12 | 6 | -4 | 15 | 3 | 4 | -2
O=C(NC1CC1)C1CCN(C2CCN(C(=O)Cc3ccc4c(c3)OCO4)CC2)CC1 | -7 | 1 | -7 | -1 | 4 | 7 | -3 | -3 | 4
CC(=C\C(=O)O)/C(=C/c1ccc(C)o1)C(=O)O | 3 | 8 | 2 | 4 | 4 | 0 | 4 | 5 | -2
COc1cccc(CN(C)Cc2cc(=O)oc3cc(O)c(Cl)cc23)c1 | 1 | 12 | 12 | 10 | 3 | 16 | 8 | 3 | 7
Clc1ccc2nc(CSc3nncn3-c3ccccc3)cn2c1 | 1 | -1 | 9 | 7 | -9 | -8 | 12 | -1 | 2
Cc1nc(CN2CCCCC2)cc(=O)[nH]1 | 3 | -2 | 4 | 2 | 3 | 10 | 5 | 1 | 3
CNC(=O)COC(=O)c1cc(-c2ccc(OC)cc2)nc2ccccc12 | 0 | 5 | 3 | 2 | -3 | 2 | 3 | -4 | 2
CC(C)(C)n1ncc2c(=O)n(CC(=O)N3CCCc4ccccc43)cnc21 | 3 | 2 | -3 | 4 | 7 | 16 | 0 | 0 | 5
CCOC(=O)CNS(=O)(=O)c1cc(-c2nnc(Nc3ccc4c(c3)OCO4)c3ccccc23)ccc1C | -3 | 10 | 4 | 9 | 11 | 36 | 3 | -6 | 1
Cc1ncc(CN2CCCC(C(=O)Nc3ccc(-n4ccnc4C)cc3)C2)cn1 (centres undefined) | -4 | 8 | -2 | -1 | -3 | 11 | 4 | -3 | 4
CC(C)c1ccc(NS(=O)(=O)c2ccc(Cl)nc2)cc1 | -1 | 33 | 3 | 11 | 1 | -5 | 8 | 1 | 7
CCCNC(=O)CN1C(=O)c2ccccc2Sc2ncccc21 | -1 | 0 | -2 | 8 | 2 | 4 | -4 | 0 | -2
CCN(Cc1ccncc1)C(=O)c1cc(Br)cc(Br)c1O | -1 | 15 | 5 | 6 | 1 | -2 | 7 | 3 | 7
COc1ccc(/C=N/NC(=O)CNC(=O)c2ccc(S(=O)(=O)N3CCCC3)cc2)c(OC)c1 | -2 | 2 | 0 | 4 | 10 | 2 | -7 | 1 | -1
O=C(CCc1nc2ccccc2[nH]1)N1CCN(C(=O)c2ccco2)CC1 | -2 | 4 | 3 | 1 | 6 | -5 | 6 | -2 | 2
CCOC(=O)C1=C(c2ccccc2)NC(=O)NC1c1cccc(OC)c1OC (centres undefined) | -5 | 3 | -3 | 5 | 2 | 6 | 1 | 2 | 6
O=C(Nc1ccc2c(c1)OCO2)c1ccc(Br)s1 | -1 | 4 | 3 | 10 | -4 | 17 | 0 | 1 | 4
Cc1cc(C)cc(N(C(=O)C(F)(F)F)C(C(=O)NC2CCCCC2)c2cccs2)c1 (centres undefined) | 3 | 6 | 7 | 11 | 5 | 0 | 1 | 1 | 3
CCc1cc(=O)oc2c(C)c(OC(C)C(=O)N3CCC[C@@H]3C(=O)O)ccc12 (some centres undefined) | 7 | 2 | 2 | 4 | 1 | 16 | 12 | 4 | 2
Cn1cnc(S(=O)(=O)Nc2cc(C(F)(F)F)ccc2N2CCOCC2)c1 | -2 | -4 | 4 | 3 | -1 | 12 | 0 | -2 | -2
CCCCN1CN(S(=O)(=O)c2ccc(OC)cc2)c2nc3ccccc3nc21 | 2 | 1 | -1 | 3 | -3 | 2 | 7 | 1 | 0
COc1cc(CC(=O)OCC(=O)NC2CCCC2)cc(OC)c1OC | 1 | . | 1 | 1 | -4 | 20 | 11 | -1 | -2
O=[n+]1c2c(n([O-])c3cc(F)ccc31)CCCC2 | -16 | 6 | -5 | 5 | -2 | 8 | -6 | -2 | 4
O=C(CCc1ccccc1)Nc1ccc(S(=O)(=O)Nc2nccs2)cc1 | 0 | 0 | -2 | 17 | 8 | 1 | 1 | -2 | 9
Cc1onc(-c2c(F)cccc2Cl)c1C(=O)c1ccccc1O | -1 | 7 | -1 | 5 | -1 | 4 | 3 | 2 | 3
O=C(CN1CCOCC1)c1c[nH]c2ccccc12 | 2 | 6 | 5 | 1 | -1 | 0 | 3 | 5 | 3
O=C(NCCc1c[nH]c2ccccc12)/C(=C\c1ccco1)NC(=O)c1ccco1 | 2 | 5 | 2 | 3 | 3 | -5 | 0 | 2 | 0
O=C(COC(=O)/C=C/c1ccc(Cl)cc1)NCCN1C(=O)CSC1=O | -3 | 1 | 7 | 5 | -5 | 10 | 9 | 2 | 8
CCOC(=O)C(C)Sc1nnc(CSc2nc3nc(C)cc(C)n3n2)o1 (centres undefined) | 1 | -13 | 3 | 5 | 0 | 1 | -4 | -5 | 5
Cc1ccc2cc3c(NC(=O)C4CCCO4)nn(CC(C)C)c3nc2c1 (centres undefined) | 0 | -2 | 2 | 5 | -3 | 9 | -1 | -2 | -8
Cc1cc(C)cc(-n2nnnc2SCC(=O)N2CCOCC2)c1 | 2 | 6 | -2 | 1 | -4 | 0 | 7 | 0 | 6
Cc1ccc(/C=N/NC(=O)c2csc3c2CCCC3)cc1 | -2 | -6 | -2 | -1 | 4 | 24 | -5 | -6 | 0
CC(C)(C)NC(=O)C12CCC(C)(c3nc4ccccc4nc31)C2(C)C (centres undefined) | -3 | 12 | -2 | 2 | 1 | 5 | 14 | 1 | 6
Cc1ccc(S(=O)(=O)NC(CC(C)C)C(=O)Oc2ccc3c4c(c(=O)oc3c2)CCC4)cc1 (centres undefined) | 2 | -2 | -6 | 4 | 7 | 35 | 13 | -5 | 10
C=CCn1c(N2CCOCC2)nc2c1c(=O)[nH]c(=O)n2C | 4 | 4 | -5 | 7 | 1 | -2 | 12 | -7 | 5
Cc1cccc(C(=O)Nc2ccc(C(=O)Nc3ccc(O)cc3)cc2)c1 | -3 | -2 | -12 | -5 | -7 | 13 | -3 | -11 | -3
COc1cc(NC(=O)COC(=O)CO/N=C(\C)c2ccc3c(c2)OCO3)cc(OC)c1OC | -7 | -3 | 6 | 16 | -1 | 16 | 5 | 2 | 3
CC(C)Cn1cnc2c1c(=O)[nH]c(=O)n2Cc1ccccc1 | -3 | 1 | 1 | 3 | -5 | 15 | 1 | 5 | 3
COc1ccc(CC(NC(C)=O)C(=O)NC2CCN(c3c(Cc4ccccc4)c(C)nc4ncnn34)CC2)cc1OC (centres undefined) | 0 | 1 | 5 | 2 | . | 0 | . | -1 | .
Cc1cc(NC(=O)CCCn2nc(C)c([N+](=O)[O-])c2C)no1 | -2 | 8 | 1 | 1 | 3 | -5 | -15 | -3 | 4
N#Cc1c(N2CCCCC2)nc(N)c2c(N)nc3c(c12)CC(c1ccccc1)O3 (centres undefined) | -4 | 9 | -3 | 10 | 10 | 10 | 10 | 0 | 0
CCOc1cc(/C=N/NC(N)=O)cc(Br)c1OCc1ccccc1F | 1 | -3 | -6 | 6 | -4 | 1 | -2 | 2 | -4
CN1CCN(Cc2ccc(OCc3ccccc3)cc2)CC1 | 1 | 3 | 2 | 4 | -2 | 10 | 10 | -2 | 2
O=c1c([N+](=O)[O-])cc(C(F)(F)F)cn1Cc1c(Cl)cccc1Cl | -2 | -8 | -1 | 1 | -10 | 0 | 9 | -4 | 9
CCC(CC)C(=O)Nc1cccc(C(=O)Nc2ccc(S(N)(=O)=O)cc2)c1 | -8 | 2 | -2 | 2 | -3 | 2 | 6 | -3 | 3
Cc1ccc(OCCNC(=O)CCNS(=O)(=O)c2ccc3ccccc3c2)cc1 | -3 | . | 4 | 3 | -2 | -93 | -3 | 3 | 2
NC(=O)C1CCN(C(=O)c2ccc(OCC(=O)Nc3cccc(C(F)(F)F)c3)cc2)CC1 | 0 | 6 | -3 | 1 | 0 | 5 | 2 | -2 | 2
O=C(COC(=O)CCOc1ccccc1)NCCC1=CCCCC1 | 3 | 16 | -1 | 13 | 3 | -3 | -3 | -5 | 21
O=C(CN(C(=O)c1csnn1)c1cccc2c1CCCC2)NCc1ccc(F)cc1 | -1 | -5 | -3 | 4 | 5 | -7 | 8 | 2 | 4
Cc1ccc(S(=O)(=O)c2nc(-c3cccs3)oc2SCC(N)=O)cc1 | -5 | -7 | -4 | 4 | 16 | -2 | 2 | -6 | -3
Cc1cccc(NC(=O)CCSc2nc(C)cc(C)n2)c1 | -4 | 1 | 2 | 3 | 10 | 12 | 10 | -3 | 5
COc1ccc2c(c1)CCC1C2=NN(/C(C)=C/C(C)=O)C1c1cccc(F)c1 (centres undefined) | -2 | 5 | 1 | 4 | 10 | 0 | 6 | 1 | 3
OCCC1CN(Cc2cnc(-c3ccccc3)s2)CCN1C1CCCC1 (centres undefined) | 1 | 7 | -3 | 4 | 5 | 37 | 0 | 0 | -1
Cn1nnnc1SCc1cccc(CSc2nnnn2C)n1 | -2 | 2 | 4 | -1 | 2 | 1 | 7 | -2 | -1
Cn1cccc1C(=O)c1ccc(Cl)cc1Cl | 2 | -10 | 4 | 8 | -1 | -7 | 1 | 1 | -1
CCN(CC)S(=O)(=O)c1ccc(/C=C/C(=O)OCC(=O)NNC(=O)c2ccc(OC)cc2)cc1 | -1 | . | -1 | 21 | 43* | 0 | 9 | 2 | 2

A different layout for some results above:
Molecule,PAD4 FP inh,GSTO1 counter,LYPLA2 inh,pPAFAH inh,PAFAH2 FP inh,PREPL inh,PAFAH1B3 FP inh,LYPLA1 inh,PAFAH1B2 FP inh
O=C(COC(=O)CCOc1ccccc1)NCCC1=CCCCC1,3,16,-1,13,3,-3,-3,-5,21
O=C(CN(C(=O)c1csnn1)c1cccc2c1CCCC2)NCc1ccc(F)cc1,-1,-5,-3,4,5,-7,8,2,4

Further records follow.
SMILES | PAD4 FP inh | GSTO1 counter | LYPLA2 inh | pPAFAH inh | PAFAH2 FP inh | PREPL inh | PAFAH1B3 FP inh | LYPLA1 inh | PAFAH1B2 FP inh
Cc1ccccc1NC(=O)c1ccc(OCC(=O)Nc2ccccc2F)cc1 | -2 | 0 | 5 | 1 | 4 | 5 | 3 | 0 | -2
COC(=O)c1cc(NC(=O)C2CC(=O)NC(=NCc3ccc(OC)cc3)S2)cc(C(=O)OC)c1 (centres undefined) | 0 | 6 | -2 | 1 | -2 | 0 | 7 | 0 | -6
CC(=O)c1ccc(NC(=O)C(C)Sc2nnnn2C)cc1 (centres undefined) | -2 | -7 | 3 | 3 | -9 | 2 | 5 | -2 | 9
COc1ccc(N2CCN(CCS(=O)(=O)c3cc(Cl)ccc3Cl)CC2)cc1 | 0 | . | 2 | -1 | -2 | 8 | 11 | 0 | 0
Oc1nc(Nc2ccccc2)sc1/C=C1\C=Nc2ccccc21 | 0 | -71 | -16 | 16 | 3 | 59* | 19 | -12 | 6
CCCCCN(C(=O)CCC(=O)OCC(=O)N1C(C)CCCC1C)c1c(N)n(CCCC)c(=O)[nH]c1=O (centres undefined) | -5 | 11 | 1 | 1 | -6 | 4 | 1 | 0 | 9
